High-throughput results from PubChem BioAssay.
G9a block: inhibitors of human histone lysine methyltransferase G9a | Q96KQ7 | G9a H3K9 monomethylation, AlphaScreen, 2 h | Potency, µM (highest dose often 102 µM), inactives show at the highest dose activity, negative = inhibition, actives largely listed as inhibitors | AID 504332 | 8.8% of 350,000 active; further: on the % scale 0 is the no-effect control and ±100 the full control effect; nearly all actives have a fitted effect of over 75% in size
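Readings reflect AlphaScreen signal from monomethyl-H3K9 antibody detection. HMT at 20 nM; substrate b-H3K9 500 nM; cofactor SAM 20 uM; 2 h RT reaction; compounds tested as titrations in qHTS with 15 min preincubation.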
POLK inh: inhibitors of human DNA polymerase kappa | Potency, µM (titrated, usually from 107 µM), without a hit: at the highest dose activity, negative = inhibition, usual class: inhibitors | 0.53% of 400,000 active | purified Pol kappa, fluorescent DNA synthesis assay, 10 min | AID 588579; further: on the % scale 0 is the no-effect control and ±100 the full control effect
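Here, compound and 10 nM enzyme are combined for 15 min at room temperature; adding 50 nM substrate (final) starts DNA synthesis, tracked by fluorescence at 0 and 10 min against buffer-only wells.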
BLM helicase inh: inhibitors of human Bloom syndrome helicase BLM; P54132; recombinant BLM DNA unwinding, fluorescence dequenching; Potency, µM (top dose mostly 56.1 µM), inactives show top-dose activity change, negative = inhibition, hits mostly inhibitors; 0.2% of 350,000 active;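 further: plate controls were vehicle for no effect and no enzyme for full effect; nearly all actives have a fitted effect of over 35% in size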
Pol iota inh: DNA polymerase iota (human) inhibition; Q9UNA4; Pol iota fluorescent replication assay, 10 min; Potency, µM (doses to about 115 µM), without a hit: at the top dose activity, negative = inhibition, actives largely listed as inhibitors; 1% of 390,000 active; AID 588590
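Fluorescent replication assay read twice, at 0 min and 10 min after adding 50 nM (final) substrate. Enzyme (10 nM) and compounds were first incubated 15 min at room temperature; enzyme-free buffer wells were negative controls.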
Pol beta inh: blocks human DNA polymerase beta activity; Pol beta primer extension/strand displacement, fluorescence kinetic; P06746; Potency, µM (series often up to 114 µM), for the others: at the top dose activity change, negative = inhibition, usual class: inhibitors; 1.3% of 340,000 active; further: on the % scale 0 is the no-effect control and ±100 the full control effect
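Enzyme-only controls used 10 nM Pol beta; buffer lacking enzyme served as negative control. Compound preincubated 15 min, then 50 nM substrate added; 0 and 10 min reads at room temperature.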
BAZ2B inh: blocks human BAZ2B; Q9UIF8; AlphaScreen BAZ2B-H3K14Ac peptide displacement; Potency, µM (series often up to 114 µM), for inactives: at the top dose activity change, negative = inhibition, hits mostly inhibitors; 4.4% of 360,000 active; further: on the % scale 0 is the no-effect control and ±100 the full control effect; nearly all actives have a fitted effect of over 60% in size
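BAZ2B (50 nM) with biotin-H3(5-23)K14Ac peptide (50 nM) in PBS pH 7.4, 0.01% Tween-20, preformed 30 min, then compound 30 min at room temperature; top concentration 110uM. AlphaScreen streptavidin donor/nickel chelate acceptor beads (10 ug/mL final), 20 min dark, signal read.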
APEX1 inh: inhibitors of human APE1 endonuclease | recombinant APE1, TAMRA/BHQ-2 abasic DNA cleavage fluorescence | Potency, µM (series often up to 65.8 µM), inactives show at the highest dose activity change, negative = inhibition, most hits filed as inhibitors | 0.35% of 350,000 active;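 further: plate controls were vehicle for no effect and reference inhibitor for full effect; nearly all actives have a fitted effect of over 55% in size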
Target sequence (P27695 whole entry, looked up): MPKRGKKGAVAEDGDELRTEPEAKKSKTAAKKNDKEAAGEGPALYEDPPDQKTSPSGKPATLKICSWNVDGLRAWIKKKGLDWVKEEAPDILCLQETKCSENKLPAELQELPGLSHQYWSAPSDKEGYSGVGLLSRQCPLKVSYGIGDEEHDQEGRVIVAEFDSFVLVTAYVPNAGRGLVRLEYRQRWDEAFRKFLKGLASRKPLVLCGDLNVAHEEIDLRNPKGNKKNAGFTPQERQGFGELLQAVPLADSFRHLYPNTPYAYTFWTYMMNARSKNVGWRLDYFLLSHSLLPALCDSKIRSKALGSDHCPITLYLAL
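Measures dequenching upon AP-site incision of a 5'-TAMRA/3'-BHQ-2 THF-containing duplex, 50 nM; human APE1 0.75 nM after 15 min room-temperature exposure to compound; kinetic three-point read at one-minute spacing.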
Anesthetic bind: candidate novel general anesthetic via apoferritin binding; P02791; apoferritin/1-aminoanthracene competitive binding, fluorescence; Potency, µM (top dose mostly 77.5 µM), inactives show top-dose activity change, negative = displacement, most hits filed as inhibitors; 0.074% of 350,000 active; AID 485281; further: on the % scale 0 is the no-effect control and ±100 the full control effect; nearly all actives have a fitted effect of over 20% in size
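Apoferritin-based anesthetic binding model; compound displacement of fluorescent 1-AMA measured as endpoint fluorescence after 10 minutes at room temperature, scaled to free-ligand and complex controls.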
Pol eta inh: blocks human DNA polymerase eta activity | Q9Y253 | AID 588591 | 1.2% of 390,000 active | recombinant Pol eta, fluorescent DNA replication assay | Potency, µM (highest dose often 114 µM), inactives show at the top dose activity change, negative = inhibition, most hits filed as inhibitors; further: on the % scale 0 is the no-effect control and ±100 the full control effect
Target sequence (Q9Y253 whole entry, looked up): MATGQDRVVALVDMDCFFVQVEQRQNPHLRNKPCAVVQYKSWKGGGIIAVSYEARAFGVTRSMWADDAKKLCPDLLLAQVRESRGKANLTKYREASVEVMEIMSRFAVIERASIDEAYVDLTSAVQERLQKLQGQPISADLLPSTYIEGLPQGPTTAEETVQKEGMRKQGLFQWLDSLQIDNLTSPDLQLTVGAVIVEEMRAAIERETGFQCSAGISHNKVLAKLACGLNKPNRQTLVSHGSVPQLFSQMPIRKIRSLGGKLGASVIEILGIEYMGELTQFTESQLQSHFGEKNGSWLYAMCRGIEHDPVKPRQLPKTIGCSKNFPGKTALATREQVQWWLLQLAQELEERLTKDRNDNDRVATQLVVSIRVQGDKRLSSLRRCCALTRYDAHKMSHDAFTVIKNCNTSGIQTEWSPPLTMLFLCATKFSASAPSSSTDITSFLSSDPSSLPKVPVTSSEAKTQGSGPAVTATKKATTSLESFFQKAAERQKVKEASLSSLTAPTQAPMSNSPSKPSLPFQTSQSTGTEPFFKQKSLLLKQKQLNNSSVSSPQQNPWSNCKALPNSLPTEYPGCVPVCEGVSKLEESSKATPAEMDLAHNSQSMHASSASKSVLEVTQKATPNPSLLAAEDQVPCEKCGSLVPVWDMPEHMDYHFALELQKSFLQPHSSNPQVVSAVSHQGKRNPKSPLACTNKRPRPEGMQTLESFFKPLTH
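Pol eta (10 nM) was preincubated with compounds for 15 min at room temperature, after which fluorescent replication substrate (50 nM final) was added to start the reaction. Fluorescence was read kinetically at 0 and 10 min.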
* = called active by the depositor; ? = inconclusive; / = no result given; [ ] = dose if it differs, or a comment. The call rests on the fitted dose curve; in most records, active means well fitted curve in the direction sought with a large enough effect; inconclusive means small, poorly fitted or top-dose-only effect, or another doubt; inactive means no such curve, though single readings can be large; an effect the other way counts as inactive or inconclusive. Potency means the concentration at half of the fitted maximal effect.

| G9a block | POLK inh | BLM helicase inh | Pol iota inh | Pol beta inh | BAZ2B inh | APEX1 inh | Anesthetic bind | Pol eta inh | Molecule |
| --- | --- | --- | --- | --- | --- | --- | --- | --- | --- |
| -10.2%[59 µM] | 0.7% | -9.8% | 23.7% | -4.3% | 5.1% | / | 2.1% | -20.8% | CC(C)COc1ccc(C(=O)N2CCC(c3nc4ccccc4s3)CC2)cc1 |
| 37.1% | -8.4% | -0.1% | 20.7% | 0.3% | 0.1% | 16.9% | -6.1% | -11.7% | COc1ccc(Cl)cc1NS(=O)(=O)c1cccc(C(=O)NCCCN2CCCC2=O)c1 |
| 17.3% | -3.5% | -13.5% | 44.7%[activator] | 0.9% | -3.7% | -1.2% | -4.0% | -12.5% | O=C(N/N=C/c1ccc(O)c2ccccc12)c1cccnc1 |
| 2µM* | -2.3% | 3.0% | 1.1% | 4.0%[57.1 µM] | 6.8% | 14.8% | -3.1% | -10.2% | Cc1ccc(C)c(-n2cc[nH]c2=S)c1 |
| 17.6%[0.501 µM] | -5.8% | -1.2% | -18.8% | -9.3% | 6.6% | 4.0% | 0.3% | -8.7% | O=Cc1cn(CC(=O)Nc2ccccc2)c2ccccc12 |
| ? | -0.5% | -1.6% | -6.5% | 3.0% | -3.4% | 1.5% | -10.9% | 5.3% | O=C(NNC1=C(C(=O)C(F)(F)F)CCC1)c1ccccc1O |
| -5.3%[2.33 µM] | 7.0% | -0.6% | 15.8% | 26.4% | 4.6% | 15.5% | -16.7% | -1.2% | COc1ccccc1-c1cc(C(=O)Nc2c(C)n(C)n(-c3ccccc3)c2=O)no1 |
| 8.2%[59 µM] | -14.5% | -1.4% | 39.5%[activator] | 7.7% | 5.2% | / | -7.7% | -14.4% | Cc1ccc(C(=O)Nc2cc3cc(Cl)ccc3oc2=O)cc1 |
| -1.2% | -6.1% | -7.3% | 18.8% | 1.0% | -15.8% | -2.5% | -7.0% | -7.8% | O=C(CSc1ncnc2c1nnn2Cc1ccc(F)cc1)NC1CCCCC1 |
| -15.7%[59 µM] | -9.4% | -3.3% | 14.4% | 8.9% | ? | -6.7% | -10.1% | -4.4% | CC(=O)Nc1nc(N)n(-c2ccccc2)n1 |
| / | 3.1% | -0.4% | 2.9% | 25.3% | -0.3% | 19.1% | -7.1% | -8.5% | O=C(NCc1ccc(F)cc1)C1CCC(CNc2c(N3CCCCC3)c(=O)c2=O)CC1 (stereo not drawn) |
| 14.1µM* | -5.0%[60.1 µM] | 5.3% | / | / | / | 6.5% | / | / | IC(I)I |
| 11.8% | -14.1% | -2.7% | 75.1% | -16.3% | 1.5% | 5.5% | -11.8% | 6.8% | O=C(NCCC1=CCCCC1)C1CCN(C(=O)Cc2ccccc2)CC1 |
| 18.1%[12.7 µM] | -8.7% | 1.4% | 9.3% | 45.0% | -3.7% | 13.0% | -22.4% | 6.9% | O=C(NC1CCCC1)c1noc2c1CCCCC2 |
| ? | -0.6% | -0.1% | -5.9% | 3.1% | -1.5% | 2.2% | -0.6% | -5.8% | CS(=O)(=O)N1CCN(C(=O)c2c(F)cccc2F)CC1 |
| 50.1µM* | 0.4% | -2.1% | ? | -23.0% | ? | 2.7% | ? | ? | COc1cc(CNCc2ccccn2)ccc1OCc1ccc(Cl)c(Cl)c1 |
| -41.9% | -1.3% | / | 25.3% | / | 2.3% | 41.2% | / | -14.7% | CC(Sc1nnc(NC2CCCCC2)s1)C(=O)N1CCOCC1 (stereo not drawn) |
| 20.3% | 2.5% | -1.2% | 36.4%[activator] | -9.0% | -17.5% | 50.2%[activator] | -2.9% | -6.7% | O=C(N=C1SC2CS(=O)(=O)CC2N1Cc1ccc(Cl)cc1)C1CCCO1 (stereo not drawn) |
| 18.5%[12.7 µM] | -13.4% | -3.8% | 26.0% | 37.6%[activator] | -11.8% | -4.8% | -7.9% | -9.1% | COc1ccc(S(=O)(=O)N2CCOCC2)cc1NC(=O)COC(=O)C1CC2CCCC(C1)C2=O (stereo not drawn) |
| 50.1µM* | 5.0% | ? | ? | ? | ? | 5.2% | -2.5% | ? | COC(=O)Nc1nc2ccc(-c3n[nH]c(=O)c4ccccc34)cc2[nH]1 |
| 0.9% | -3.5% | -2.6% | -5.6% | 15.0% | -1.5% | 0.1% | -16.2% | -6.5% | CC(=O)NCC(=O)N1CCCC(C(=O)c2ccc(-c3ccccc3)c(F)c2)C1 (stereo not drawn) |
| 2.0%[59 µM] | 1.0% | -0.2% | 4.6% | -6.6% | -1.0% | / | -7.9% | -7.9% | CCc1ccc(N2CCn3c2nc2c3c(=O)n(CCCc3ccccc3)c(=O)n2C)cc1 |
| ? | -6.0% | -3.8% | 2.6% | 2.8% | 0.8% | 18.9% | -3.6% | -3.6% | O=C(NCc1ccc(Cl)cc1)c1ccc(Cl)cc1[N+](=O)[O-] |
| 14.9% | 1.7% | -5.4% | 34.6%[activator] | 33.0% | -5.4% | 29.0% | -10.2% | -12.4% | C=C(C)CN(Cc1ccccc1)C(=S)Nc1ccccc1 |
| ? | -0.9% | / | -9.7% | / | 2.4% | 3.2% | / | -7.8% | Cc1ccc(NC(=O)C2COc3ccccc3O2)cc1S(=O)(=O)N1CCOCC1 (stereo not drawn) |

Brought forward from above: 2 entries, then new ones.
| G9a block | POLK inh | BLM helicase inh | Pol iota inh | Pol beta inh | BAZ2B inh | APEX1 inh | Anesthetic bind | Pol eta inh | Molecule |
| --- | --- | --- | --- | --- | --- | --- | --- | --- | --- |
| 14.9% | 1.7% | -5.4% | 34.6%[activator] | 33.0% | -5.4% | 29.0% | -10.2% | -12.4% | C=C(C)CN(Cc1ccccc1)C(=S)Nc1ccccc1 |
| ? | -0.9% | / | -9.7% | / | 2.4% | 3.2% | / | -7.8% | Cc1ccc(NC(=O)C2COc3ccccc3O2)cc1S(=O)(=O)N1CCOCC1 (stereo not drawn) |
| 1.4%[12.7 µM] | -2.2% | -0.6% | 15.5% | ? | -1.0% | -3.6% | -2.5% | 6.7% | COc1ccc(C2NC(=O)NC(O)(C(F)(F)F)C2C(=O)c2ccc(F)cc2)cc1 (stereo not drawn) |
| -1.0%[59 µM] | -18.2% | -2.3% | 91.7%[activator] | 1.6% | -3.3% | 21.6%[12.4 µM] | -1.1% | 14.1% | Cc1ccc2c(COC(=O)c3ccc(NC(=O)CC#N)cc3)cc(=O)oc2c1C |
| 1.1%[59 µM] | 5.6% | -1.3% | 44.8%[activator] | 6.8% | -13.9% | / | -1.5% | -20.3% | CSc1ccc(CCNC(=O)Cn2ncn3c(cc4ccccc43)c2=O)cc1 |
| 8.2%[59 µM] | -12.4% | 2.0% | 11.7% | 32.3% | -4.2% | -0.1% | -13.7% | -5.6% | C=CCOC(=O)/C(=C\c1ccc(OC)cc1)NC(=O)c1ccco1 |
| -0.8%[59 µM] | -0.1% | 2.0% | 8.2% | -0.2% | -33.0% | -3.9% | -9.2% | -0.9% | CC1CN(CCC(=O)Nc2ccc3c(c2)OCO3)CC(C)O1 (stereo not drawn) |
| 13.3%[59 µM] | -1.9% | -1.5% | 25.6% | 14.1% | 26.0% | 3.9% | -17.9% | -3.7% | COc1ccc(CNC(=O)COC(=O)CC2CCCC2)cc1 |
| -12.4% | -17.1% | -4.4% | 7.5% | 6.6% | -7.1% | -2.2% | ? | -0.3% | CC1=C(C(=O)N2CCc3ccccc32)C2(CCC(C)CC2)OC1=O (stereo not drawn) |
| 18.6%[59 µM] | -3.9% | -9.5% | 6.0% | 35.8% | -5.9% | 14.7% | -6.5% | -7.8% | O=C(CCCn1c(=O)[nH]c2cc(Cl)ccc2c1=O)NCCN1CCN(c2ccccc2)CC1 |
| -8.6%[12.7 µM] | -10.7% | -1.3% | 1.7% | 0.3% | 6.9% | 1.2% | 3.5% | -21.2% | Cc1ccc2c(Cl)cc(Cl)c(OCc3c(C)noc3C)c2n1 |
| 14.8% | -0.4% | -0.1% | 13.8% | 6.0% | -6.1% | 15.9% | -11.8% | -12.2% | COc1cccc(CNC(=O)Cc2ccc(NC3=NC4CS(=O)(=O)CC4S3)cc2)c1 (stereo not drawn) |
| 9.9%[59 µM] | -12.2%[60.1 µM] | -2.0% | -8.4% | -8.0% | 8.6% | / | 1.0% | 1.8% | O=C(Nc1cccc(OCc2cc(=O)n3ccccc3n2)c1)c1ccccc1Br |
| 27.8% | -8.9% | -2.3% | 11.6% | 1.9% | 5.4% | 1.4% | -19.5% | -7.9% | COCCOC(=O)C1=C(C)N(Cc2ccccc2)C(=O)NC1c1ccc(OC)cc1 (stereo not drawn) |
| -29.8%[12.7 µM] | 0.3% | -1.3% | 16.3% | -14.2% | -11.6% | 2.7% | 0.2% | -1.1% | CCc1nnc(NC(=O)NCN2C(=O)C3C4C=CC(C4)C3C2=O)s1 (stereo not drawn) |
| -23.9%[59 µM] | 1.4% | 2.3% | -3.3% | 7.2% | -8.3% | / | -9.2% | 2.1% | COc1ccc(CCNS(=O)(=O)c2ccc3c(c2)c(=O)n(C)c(=O)n3C)cc1OC |
| -7.5%[59 µM] | -1.0% | -4.9% | 2.9% | 9.7% | -19.5% | / | ? | 1.6% | COc1cc(OC)c(NC(=O)C2=C(C)C(=O)OC23CCCCCC3)cc1Cl |
| 20.8% | -10.6% | -3.3% | 14.2% | -7.2% | 0.8% | 7.5% | 1.9% | -4.8% | O=C(Nc1ccc(F)cc1F)Nc1ccccc1C(=O)NCCN1CCNC1=O |
| 9.4% | / | -1.6% | / | 9.9% | 8.0% | 8.2% | -12.4% | / | COc1ccccc1C(=O)NCC(=O)NNc1ncnc(N)c1[N+](=O)[O-] |
| 19.2%[59 µM] | -15.5% | -20.3% | 16.4% | -19.1% | -0.9% | 9.5% | -19.0% | -20.7% | COc1ccc(NC(=O)c2nc[nH]c2C(=O)N[C@@H](CC(C)C)C(=O)OC(C)(C)C)cc1 |

Exported tab-delimited: two of the compounds above
Compound	G9a block	POLK inh	BLM helicase inh	Pol iota inh	Pol beta inh	BAZ2B inh	APEX1 inh	Anesthetic bind	Pol eta inh
COc1cc(OC)c(NC(=O)C2=C(C)C(=O)OC23CCCCCC3)cc1Cl	-7.5%[59 µM]	-1.0%	-4.9%	2.9%	9.7%	-19.5%	/	?	1.6%
O=C(Nc1ccc(F)cc1F)Nc1ccccc1C(=O)NCCN1CCNC1=O	20.8%	-10.6%	-3.3%	14.2%	-7.2%	0.8%	7.5%	1.9%	-4.8%

These rows are one share of the data; rates above refer to the full screens.
